Bioassay records from PubChem BioAssay.
ARFGAP1 inhibitor: inhibitors of rat ARFGAP1; Q62848; Arfgap1-stimulated ARF1 GTP hydrolysis, GDP FP detection; inhibition, % at 16.5 µM; actives 0.26% (n = 360,000); AID 651572;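 active = inhibition above a per-plate limit, mean inhibition of low control wells plus 3 SD, cut at about 25% in these data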;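 note: 0% = DMSO wells with enzyme and 100% = wells lacking Arfgap1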
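Material: rat Arfgap1 catalytic domain, aa 1-136; also added: human ARF1(Δ1-17)-GTP substrate; compound dosing: one concentration, 16.5 µM, DMSO 1.26%; incubation: GTP hydrolysis reaction 2 h at 25 °C; measured by: Tracer-displacement fluorescence polarization with EDTA stop, 620/688 nm; evaluation: % inhibition from polarization; repeats: one replicate per compound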
ADAM17 inh: inhibitors of human ADAM17; P78536; recombinant ADAM17, EDANS/DABCYL FRET peptide cleavage; inhibition, % at 6.95 µM; actives 0.83% (n = 370,000);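 active = inhibition above the mean of compounds lying between control limits plus 3 SD, set per campaign, cut at about 8.5% in these data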;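 note: 0% = DMSO-only wells as the low control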
UHRF1 binding: UHRF1 methyl-DNA binding inhibition; Q96T88; UHRF1 binding to methylated oligo, TR-FRET; inhibition, % at 4.4 µM; actives 0.75% (n = 370,000); in the data active = inhibition above about 21%;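 note: UHRF1 SRA domain binding a hemimethylated CpG hairpin DNA probe; 0% = median of test compound wells and 100% = reference inhibitor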
PLC-gamma1 inh: PLC-gamma1 (human) inhibition, primary screen | P19174 | purified PLC-gamma1, fluorogenic substrate, fluorescence | inhibition, % at 12.2 µM | actives 0.84% (n = 370,000) | AID 720700; in the data active = inhibition above about 9.5%
DDE Tn6 FP inh: inhibitors of Tn6 peptide binding to human fibrin DD(E); inhibition, % at 8.3 µM; Fibrin DD(E) TRITC-Tn6 fluorescence polarization displacement; P02675; actives 0.21% (n = 370,000); AID 720509;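 active = inhibition above a per-campaign cutoff: mean of compounds within control limits plus 3 SD, cut at about 15% in these data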;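 note: 0% = median of all compound wells on the plate and 100% = blocking peptide control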
MBD2 DNA inh: MBD2-methylated oligo binding inhibition. Q9UBB5. TR-FRET, MBD2 binding to methylated oligonucleotide. actives 0.31% (n = 370,000). inhibition, % at 4.4 µM; in the data active = inhibition above about 13%
ASAP1 inh: ASAP1 ArfGAP inhibition; inhibition, % at 16.5 µM; actives 0.19% (n = 360,000); Q9ULH1; ASAP1-stimulated ARF1 GTP hydrolysis, GDP FP detection; in the data active = inhibition above about 25%;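 note: 0% = vehicle with enzyme and substrate and 100% = no enzyme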
DDE Tn7 FP inh: inhibitors of Tn7 peptide binding to human fibrin DD(E). FP displacement of FITC-Tn7 peptide from fibrin DD(E); 0% = median of compound wells per plate. inhibition, % at 8.3 µM. actives 0.13% (n = 370,000);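 active = inhibition above the mean of compounds falling within the control limits plus 3 SD of them, cut at about 14% in these data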;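 note: 0% = plate median of compound wells and 100% = 10 µM Aha-Tn7 peptide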
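assay system = human clot-derived fibrin DD(E) complex | quantity = Fibrin-DD(E) at 2 µM final | timing = 10 min preincubation, 3 h with tracer, room temperature | signal = fluorescence polarization | measure = percent inhibition | benchmarks = high control wells with 10 µM unlabelled Aha-Tn7 peptide (full inhibition) | replicates = singlicate testing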
PLCb3 inh: blocks human PLC-beta3 enzyme activity | Q01970 | Purified PLC-beta3, fluorogenic substrate, fluorescence | inhibition, % at 12.2 µM | actives 0.18% (n = 370,000); in the data active = inhibition above about 11%;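 note: 0% = median of compound wells on plate and 100% = full blocker control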
Target sequence (Q01970 whole entry, looked up): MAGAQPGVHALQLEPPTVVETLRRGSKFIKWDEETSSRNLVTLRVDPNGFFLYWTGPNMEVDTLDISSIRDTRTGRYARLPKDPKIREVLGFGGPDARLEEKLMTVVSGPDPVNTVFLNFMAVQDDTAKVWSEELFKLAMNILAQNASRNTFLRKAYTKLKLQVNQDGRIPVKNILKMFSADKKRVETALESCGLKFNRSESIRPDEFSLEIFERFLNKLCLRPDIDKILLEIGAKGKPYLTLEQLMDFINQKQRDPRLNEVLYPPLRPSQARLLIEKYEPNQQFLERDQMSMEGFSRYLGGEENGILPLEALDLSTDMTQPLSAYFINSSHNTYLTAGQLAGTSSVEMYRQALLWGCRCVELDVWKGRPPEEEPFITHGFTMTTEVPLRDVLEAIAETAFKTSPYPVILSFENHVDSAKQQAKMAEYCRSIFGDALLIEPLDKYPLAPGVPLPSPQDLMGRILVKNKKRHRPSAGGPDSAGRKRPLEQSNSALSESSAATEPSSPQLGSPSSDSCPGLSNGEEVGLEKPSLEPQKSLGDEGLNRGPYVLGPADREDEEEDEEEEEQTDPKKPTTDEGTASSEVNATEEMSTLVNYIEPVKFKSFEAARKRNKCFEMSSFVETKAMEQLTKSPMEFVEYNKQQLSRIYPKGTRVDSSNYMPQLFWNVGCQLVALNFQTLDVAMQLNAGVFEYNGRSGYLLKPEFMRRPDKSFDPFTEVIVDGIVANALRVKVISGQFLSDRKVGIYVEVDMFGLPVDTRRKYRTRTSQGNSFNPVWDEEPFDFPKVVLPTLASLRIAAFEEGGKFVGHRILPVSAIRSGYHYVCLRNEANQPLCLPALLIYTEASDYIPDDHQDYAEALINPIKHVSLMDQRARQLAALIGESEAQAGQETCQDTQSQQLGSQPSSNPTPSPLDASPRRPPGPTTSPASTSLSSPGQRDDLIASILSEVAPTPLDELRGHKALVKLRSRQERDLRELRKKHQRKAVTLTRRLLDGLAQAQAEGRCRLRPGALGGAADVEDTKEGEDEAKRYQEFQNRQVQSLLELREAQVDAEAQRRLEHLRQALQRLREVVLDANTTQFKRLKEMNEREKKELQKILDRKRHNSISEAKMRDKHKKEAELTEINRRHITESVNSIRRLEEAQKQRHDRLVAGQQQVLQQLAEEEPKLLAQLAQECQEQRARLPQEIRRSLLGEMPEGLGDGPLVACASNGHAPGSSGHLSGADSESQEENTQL
KLK7 zymogen act: activates the human kallikrein-7 zymogen. P49862. purified proKLK7, EDANS-DABCYL substrate fluorescence; 100% is mature enzyme control, 0% vehicle. activation, % at 7 µM. actives 0.9% (n = 370,000);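 active = activation above the mean of all tested compounds plus 3 SD, computed per campaign excluding outliers beyond control limits, cut at about 13% in these data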
An asterisk follows results filed as active; i = inactive; · = not tested or not shown. Rows were taken by chance, and some 4.1% of all compounds hit somewhere here.

SMILES | ARFGAP1 inhibitor | ADAM17 inh | UHRF1 binding | PLC-gamma1 inh | DDE Tn6 FP inh | MBD2 DNA inh | ASAP1 inh | DDE Tn7 FP inh | PLCb3 inh | KLK7 zymogen act
CCCCc1nnc(NC(=O)CCSc2ccccc2)s1 | -9 | -3 | 1 | -1 | -4 | -2 | 0 | 2 | -1 | 0.5
COc1ccc(Cn2c(C(C)C)nc3sc4ccccc4c(=O)c3c2=O)cc1 | 4 | 0 | 12 | 4 | -1 | 5 | -9 | -3 | -2 | 0.4
CCOC(=O)N1CCN(C(=O)CN2C(=O)COc3ccc(C)cc32)CC1 | 9 | 1 | 3 | 4 | 0 | 1 | 6 | -1 | 2 | -0.5
Cc1ccccc1N1CC(C(=O)Nc2ccc(S(=O)(=O)N3CCCC3)cc2)CC1=O (stereo unspecified) | -2 | -3 | 1 | -3 | -2 | -1 | 0 | 2 | -5 | 0.4
CN(CC(=O)N1CC(=O)N(CCc2ccccc2)C(=O)C1)S(=O)(=O)c1cccc2nsnc12 | 12 | -3 | 2 | 3 | -9 | 2 | 5 | -6 | 3 | -0.2
CNC(=O)C[C@@H]1C(=O)N(c2ccc(OC)cc2)CC1(C)C | -1 | -5 | 0 | -1 | -2 | -1 | 4 | -4 | 3 | 0.3
CCOc1cc(CNCc2cccs2)cc(Br)c1OCC | -6 | -6 | 2 | -3 | -2 | 1 | 3 | 4 | 3 | 0.2
COc1ccc(Cc2nnc(SCC(=O)Nc3ncc(C)s3)o2)cc1 | 2 | 2 | 1 | 4 | -4 | -5 | -3 | 1 | -1 | -0.2
CCNC(=S)N1CCN(c2cccc(C(F)(F)F)c2)CC1 | 3 | 1 | 3 | -1 | -2 | -1 | -13 | 5 | -1 | -0.6
COc1ccc(-n2c(SCC(=O)Nc3ccc(S(=O)(=O)Nc4cc(C)nc(C)n4)cc3)nnc2-c2ccco2)cc1 | · | -1 | 2 | -2 | -5 | 0 | · | 2 | -2 | -0.2
CCCOc1ccc(C(=O)NC(=S)NNC(=O)c2c(-c3ccccc3)noc2C)cc1 | -3 | -1 | 0 | 2 | 2 | 5 | 13 | 6 | -11 | -0.6
Cn1nnnc1SCC(=O)N1CCN(c2ccccc2)CC1 | -3 | -2 | 9 | 4 | -9 | 7 | 4 | 9 | 2 | 0.1
COc1ccc(-c2cc(-c3ccccc3)n[nH]2)c(O)c1 | 0 | 3 | 2 | 2 | 6 | 4 | -1 | -2 | -1 | -0.6
O=C(/C=C/c1ccccc1[N+](=O)[O-])NCc1cccnc1 | 3 | 0 | -1 | 4 | 0 | -3 | 15 | -4 | 3 | -1.0
COc1ccc(CNC(=O)c2ccc(Cn3cc(Br)cn3)o2)cc1 | 4 | -5 | 3 | -3 | -9 | 3 | 9 | 2 | -5 | -0.1
COc1ccc2c(COC(=O)CC3Sc4ccccc4NC3=O)cc(=O)oc2c1 (stereo unspecified) | -6 | -37 | -1 | -30 | 8 | -3 | 0 | 4 | -40 | -0.5
Cc1cc(C)nc(Nc2ccc(Br)cc2C(=O)O)n1 | 5 | -5 | -2 | -71 | -3 | 4 | 2 | -2 | -98 | 0.3
Cc1cc2oc(=O)cc(C)c2cc1NC(=O)CCl | 4 | -15 | -4 | -9 | 7 | 3 | 5 | 2 | -22 | 1.1
CC(CCc1ccccc1)NC(=O)C1CCCN(c2nnc(-n3cccc3)s2)C1 (stereo unspecified) | -4 | 0 | -2 | 0 | 0 | 1 | 2 | 4 | -4 | 0.7
NC(=O)c1ccc(=O)n(C2OC(CO)C(O)C2O)c1 (stereo unspecified) | 9 | 1 | -2 | 2 | 5 | 1 | 4 | -4 | 7 | 0.0
COc1ccccc1CNC(=O)c1cccc(N(C)C)c1 | -16 | -22 | 2 | -101 | 10 | 3 | -1 | -3 | -113 | -1.5
Cc1ccccc1-c1cc(C(=O)O)n(CC2CC(c3cccnc3)=NO2)n1 (stereo unspecified) | 4 | 1 | 13 | 8 | -6 | 2 | -8 | 1 | 2 | 0.6
COc1ccc(CN2CC(C(=O)N3CC(C)CC(C)C3)CC2=O)cc1 (stereo unspecified) | 10 | -2 | 2 | 1 | 0 | 4 | 3 | 0 | -10 | 0.0
Nc1ncnc(N(c2ccccc2)C2CCCCC2)c1[N+](=O)[O-] | 13 | 1 | 0 | 0 | 11 | -3 | -11 | -2 | 1 | -0.1
O=C(Nc1nc(-c2cc(Cl)sc2Cl)cs1)c1cccs1 | 14 | -5 | -1 | -4 | 0 | 7 | 20 | -2 | -4 | -0.2
CSc1ccccc1C(=O)OCC(=O)N1CCCC1=O | -6 | -1 | 1 | 1 | 1 | 1 | 6 | -2 | -1 | -1.2
CCOc1ccc(OCC)c(NC(=O)CCn2cccc2)c1 | -14 | -3 | 0 | 0 | 3 | -4 | 0 | 5 | 3 | -0.2
Cc1oc(-c2ccccc2)nc1C(=O)OCC(=O)NC(=O)NCC(C)C | -11 | 0 | -2 | -4 | 7 | -4 | 3 | 5 | -8 | 0.0
Cc1cc(NC(=O)c2cncc(Br)c2)no1 | 6 | -3 | 0 | -3 | -5 | 5 | -9 | 3 | -4 | 0.4
Cc1ccc(NC(=O)CN(C)C(=O)c2ccc(C(F)(F)F)cc2)cc1 | 17 | -2 | 0 | 2 | -2 | -1 | -6 | 4 | 0 | 0.0
Cc1cc(Br)c2c(c1)C1(OCCO1)C(=O)N2 | 8 | -6 | 0 | 0 | -5 | 0 | 3 | 2 | -7 | 0.4
Oc1cccc2ccc(Nc3ccccn3)nc12 | 14 | 50* | -10 | -2 | -2 | 0 | 2 | 3 | -2 | 0.5
CCN(CC)S(=O)(=O)c1cccc2cc(C(=O)O)c(O)cc12 | 9 | -40 | 0 | i | 8 | -3 | 3 | 3 | i | 22*
COc1cc(C(=O)NC(=S)Nc2ccc(Cc3ccncc3)cc2)cc(OC)c1OC | 18 | 0 | -1 | -1 | -3 | 1 | 8 | -6 | -9 | 0.4
CCOc1ccccc1C(=O)NCC(=O)NCC1CCCCC1 | 0 | -3 | 1 | -2 | -2 | 4 | -2 | 3 | -8 | -0.5
CC(=O)c1ccc(OC(=O)CN2C(=O)c3ccccc3C2=O)cc1 | 4 | 2 | -1 | 3 | 6 | -4 | 3 | -2 | -1 | 0.1
Cc1ccn2c(Nc3ccc4c(c3)OCO4)c(-c3ccc(O)cc3)nc2c1 | -8 | -56 | -3 | -488 | -10 | 1 | 4 | 0 | i | -3.4
Nc1[nH]c(C(=O)c2ccccc2)c(-c2ccc3ccccc3c2)c1C(=O)NC1CC1 | -6 | -3 | -2 | -8 | 4 | -5 | 0 | 8 | -5 | 1.1
CC1=CC(C)(C)N=C(NC#N)N1 | 15 | -1 | 2 | 1 | -6 | -2 | 13 | -2 | 2 | -0.2
N#CC1(NC(=O)COc2ccc(C(N)=O)cc2)CCCC1 | 3 | -2 | 2 | -1 | -5 | -3 | -6 | 4 | -7 | -0.3
CCOc1ncccc1C(=O)NCC(c1ccccc1)N(C)C (stereo unspecified) | 12 | -3 | 0 | -1 | 12 | 0 | 0 | 4 | -7 | -0.3
Cc1cc2ccccc2n1CCNC(=O)c1ccc(S(=O)(=O)N2CCCCC2)cc1 | 9 | -1 | -1 | -9 | 62* | -1 | 5 | 0 | -10 | 0.6
CC(C)CNC(CC(=O)Nc1cccc([N+](=O)[O-])c1)C(=O)O (stereo unspecified) | 4 | 0 | 0 | 1 | 7 | 4 | 1 | 4 | -3 | 0.2
CN(c1ccc(OCC(=O)OCC(=O)Nc2cccc([N+](=O)[O-])c2)cc1)S(=O)(=O)c1ccc(F)cc1 | -7 | 5 | 3 | 6 | -7 | 0 | 9 | 3 | -4 | 0.7
CCC1C(=O)N=C(SCC(=O)Nc2ccc(C)cc2)N(c2ccccc2)C1=O (stereo unspecified) | 9 | -3 | 2 | -2 | -9 | 3 | 4 | 6 | -11 | 0.2
O=C1CC(c2cccc([N+](=O)[O-])c2)c2cc3c(cc2N1)CCC3 (stereo unspecified) | 10 | 1 | -1 | 3 | 4 | -2 | -6 | -4 | -3 | 0.0
COc1ccccc1-n1c(SCC(=O)NC2CCCC2)nc2cccnc21 | -3 | -3 | 3 | 1 | -11 | 4 | 3 | -11 | -3 | 0.6
Cc1ccccc1NC(=O)COC(=O)CCc1c[nH]c2ccccc12 | -8 | -3 | -1 | 0 | -2 | 2 | 0 | -4 | -4 | -0.4
COc1ccc(CNC(=S)Nc2ccccc2C)cc1 | 11 | -4 | 1 | -1 | -6 | 9 | -4 | 4 | 6 | 0.0
O=C1C2CC=C(Cl)CC2C(=O)N1CN(Cc1ccco1)CN1C(=O)C2CC=C(Cl)CC2C1=O (stereo unspecified) | 6 | -4 | 4 | -9 | -5 | 4 | 9 | 1 | -9 | 0.2
O=C(Nc1ccc(S(=O)(=O)NCCc2ccccc2)cc1)c1ccc(Br)o1 | 7 | 6 | -1 | -1 | -4 | 1 | 4 | 0 | -4 | -0.7
Cc1nc2sc(-c3ccccc3)cc2c(=O)n1/N=C/N(C)C | 5 | -14 | -4 | -14 | -5 | -3 | -3 | 1 | -25 | 0.8
CC(C)C(=O)Nc1cccc(NC(=O)c2cc3ccccc3o2)c1 | 4 | 0 | -2 | 0 | -1 | 1 | 1 | 1 | 1 | 0.3
CN(C(=O)COC(=O)CNC(=O)C1CCCCC1)c1ccccc1 | 10 | 1 | 3 | 1 | -4 | 6 | 12 | 3 | -8 | -1.1
O=C(C(=O)N1CCN(C(=O)C2CCCC2)CC1)c1cccc(C(F)(F)F)c1 | -1 | 2 | 2 | 4 | 4 | -3 | 12 | -4 | 5 | -0.1
CCOc1ccc(NC(=O)CSc2nnc(-c3ccccc3Cl)n2Cc2ccco2)cc1 | 2 | 2 | -3 | 5 | -6 | 1 | 0 | -2 | -1 | 0.4
CCc1nnc(NC(=O)c2ccc(-c3cc(C(F)(F)F)ccc3Cl)o2)s1 | 0 | -2 | 10 | -1 | 7 | 5 | -3 | 6 | 4 | 0.6

Whole records as entered above. Order of values: ARFGAP1 inhibitor | ADAM17 inh | UHRF1 binding | PLC-gamma1 inh | DDE Tn6 FP inh | MBD2 DNA inh | ASAP1 inh | DDE Tn7 FP inh | PLCb3 inh | KLK7 zymogen act
Shown for O=C1C2CC=C(Cl)CC2C(=O)N1CN(Cc1ccco1)CN1C(=O)C2CC=C(Cl)CC2C1=O (stereo unspecified) = 6 | -4 | 4 | -9 | -5 | 4 | 9 | 1 | -9 | 0.2
Shown for O=C(C(=O)N1CCN(C(=O)C2CCCC2)CC1)c1cccc(C(F)(F)F)c1 = -1 | 2 | 2 | 4 | 4 | -3 | 12 | -4 | 5 | -0.1
Shown for Cc1nc2sc(-c3ccccc3)cc2c(=O)n1/N=C/N(C)C = 5 | -14 | -4 | -14 | -5 | -3 | -3 | 1 | -25 | 0.8
Shown for COc1ccc(CNC(=S)Nc2ccccc2C)cc1 = 11 | -4 | 1 | -1 | -6 | 9 | -4 | 4 | 6 | 0.0
